GDH-TPI inh: GDH-TPI coupling enzyme inhibitors, primary screen, artefact control for M. tuberculosis FBA inhibitor project, biochemical, absorbance, full deck; GDH-TPI coupled enzyme counterscreen, NADH absorbance; inhibition, % at 4.8 µM; 360,000 compounds, 1.2% hits; AID 588335, 2011; in the data active = inhibition above about 30%;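 also: 0% = DMSO wells and 100% = wells lacking the enzyme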
FadD28 binding: inhibitors of FadD28 bisubstrate probe binding, primary screen, biochemical, fluorescence polarization, single point; inhibition, % at 12.5 µM; 360,000 compounds, 0.22% hits; AID 588549, 2011; in the data active = inhibition above about 8.5%, passing the limit was not always enough; inconclusive = no clear call, values can overlap the other calls
Mtb UGM inh: M. tuberculosis UGM enzyme inhibitors, primary screen, biochemical, fluorescence polarization, single point; UDP-galactopyranose mutase (Mycobacterium tuberculosis (strain ATCC 25618 / H37Rv)), …; purified UGM, fluorescence polarization probe displacement; inhibition, % at 10 µM; 320,000 compounds, 0.06% hits; AID 504406, 2011; in the data active = inhibition above about 10%, passing the limit was not always enough; inconclusive = no clear call, values can overlap the other calls
PfHsp40 yeast: rescue of yeast from PfHsp40 toxicity, primary screen, S. cerevisiae, ATP luminescence | S. cerevisiae expressing PfHsp40, growth rescue | growth rescue, % at 12.5 µM | 340,000 compounds, 0.68% hits | AID 504582, 2011; in the data active = growth rescue above about 28%, passing the limit was not always enough; inconclusive = no clear call, values can overlap the other calls;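 also: yeast W303a lacking pdr1 and pdr3 grown in galactose medium; growth measured after three days at 30 °C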
Mtb FBA inh: Mtb FBA enzyme inhibitors, primary screen, biochemical, fluorescence, strain H37Rv. Fructose-bisphosphate aldolase (Mycobacterium tuberculosis (strain ATCC 25618 / H37Rv)), …. purified M. tuberculosis FBA, fluorescence read-out. inhibition, % at 1 µM. 360,000 compounds, 2.3% hits; in the data active = inhibition above about 27%;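 also: 0% = vehicle and 100% = reference inhibitor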
TcdB GH inh: TcdB glycohydrolase inhibitors, primary screen, biochemical, single point, plate reader | Toxin B (Clostridioides difficile), P18177 | TcdB glycohydrolase enzymatic assay | inhibition, % at 9.99 µM | 350,000 compounds, 0.24% hits | AID 652162, 2013; in the data active = inhibition above about 10%
Mtb BioA inh: M. tuberculosis BioA enzyme inhibitors, primary screen, biochemical, plate reader, single point, HTS | AID 602481, 2012 | purified M. tuberculosis BioA enzyme | inhibition, % at 9.99 µM | 360,000 compounds, 0.096% hits; in the data active = inhibition above about 40%; inconclusive = no clear call, values can overlap the other calls
Y pestis TopoI: Yersinia pestis topoisomerase I inhibitors, primary screen, biochemical, cleavage product accumulation, plate reader, single point. DNA topoisomerase I (Yersinia pestis CO92). Y. pestis Topo-I cleavage product accumulation. activity, % at 10 µM. 360,000 compounds, 0.064% hits; in the data active = activity above about 50%, passing the limit was not always enough; inconclusive = no clear call, values can overlap the other calls; also: inactives centre near 2
Vc quorum ag: inducers of Vibrio cholerae quorum light production without autoinducers, primary screen, BH1578 luxS cqsA deficient, single point | V. cholerae BH1578 lux reporter, luminescence, 6 h | 350,000 compounds, 0.16% hits | activation, % at 18.7 µM; in the data active = activation mostly above about 9.7%, no sharp cut-off; inconclusive = no clear call, values can overlap the other calls; inactive = mostly below about 3.7%; also: not every result past the cut was called active; inactives centre near 0; reference of the scale not given here
* = called active by the depositor; i = inactive; ? = inconclusive; · = no result given; & = joins results of further samples. Outcome played no part in choosing rows; overall some 4.6% were active at least once.

mol	GDH-TPI inh	FadD28 binding	Mtb UGM inh	PfHsp40 yeast	Mtb FBA inh	TcdB GH inh	Mtb BioA inh	Y pestis TopoI	Vc quorum ag
Cc1cccc(N2C(=O)CC(N3CCN(Cc4ccc5c(c4)OCO5)CC3)C2=O)c1 (stereo unspecified)	0.0	-0.8	1.0	1.3	-0.9	·	-0.4	6.1	0.7
O=C(CN1C(=O)NC2(CCCC2)C1=O)Nc1ccccc1	-0.4	0.4	-3.4	0.3	-0.6	1.0	-2.5	7.7	-0.5
CC(/C=C/c1ccccc1)=N\NC(=O)c1cc(C)[nH]n1	12.3	-3.1	1.3	-0.8	-5.3	·	·	-3.7	-0.2
CCCc1nc2c(sc3nc4c(cc32)COC(C)(C)C4)c(=O)n1Cc1ccco1	-5.3	-3.0	-3.1	0.6	-0.5	-0.2	0.7	-0.7	i
COc1ccc(C(=O)NCC(=O)OCC(=O)NCc2ccc3c(c2)OCO3)cc1	1.3	-3.2	0.2	-0.4	-1.6	0.8	4.5	7.3	i
COc1ccc(-c2onc(C)c2-c2cnn(-c3ccccc3)c2)c(O)c1	3.8	-3.7	-0.8	-1.5	-0.7	4.3	2.3	10.6	-0.4
CC(=O)c1ccc(NC(=O)c2cc(=O)[nH]c3ccccc23)cc1	6.6	-1.7	-1.5	4.3	-1.7	0.8	-0.7	0.6	i
Cc1cccc(NC(=O)c2cccc3c2C(=O)c2ccccc2-3)c1	-4.1	-1.0	0.9	0.1	-1.3	·	0.1	5.4	-1.4
Cn1cccc1C(=O)/C(C#N)=C/c1ccc(F)cc1	3.4	0.1	0.2	-1.1	0.7	-0.2	-3.0	-1.8	0.0
CC(C)CSc1nc2ccccc2c(=O)[nH]1	-4.7	-3.3	0.2	-0.4	1.5	·	·	5.0	i
O=C(Nc1ccccc1)N1CCc2scc[n+]2-c2ccccc21	1.8	1.0	1.8	1.2	3.4	-9.6	·	6.7	-1.7
CC(C)CC(=O)Nc1ccccc1N1CCN(c2ccc(F)cc2)CC1	0.3	-2.0	-2.6	0.3	-1.8	1.2	·	4.5	0.0
CCCN(CCC)C(=O)CSc1nc2c(sc(=S)n2-c2ccc(OCC)cc2)c(=O)[nH]1	6.6	5.0	2.7	3.6	1.4	-0.6	·	7.9	-0.2
Cc1ccc(C)c(OCCOCCN2CC(C)OC(C)C2)c1C (stereo unspecified)	5.0	-1.4	1.5	1.3	0.8	·	-1.2	-2.5	-0.3
CC(=O)NCC1CCCN(C(=O)c2ccc(OC3CCN(Cc4ccccn4)CC3)cc2)C1 (stereo unspecified)	-3.1	-2.2	3.5	-1.9	-0.6	0.5	·	-1.8	i
CSc1ccccc1C(=O)C1CCCN(C(=O)c2csnn2)C1 (stereo unspecified)	-2.8	-2.9	4.4	-0.2	-0.4	0.2	0.9	2.3	4.5
Cc1nonc1NC(=O)CSc1nc(C2CCCCC2)nc2ccccc12	1.0	-6.7	0.2	2.5	-1.4	·	·	7.6	-0.3
Cc1cc(C(=O)COC(=O)Cc2ccc(Cl)cc2)c(C)n1C	11.1	-3.3	0.1	-0.6	0.2	-0.1	0.3	17.7	i
NC(Cc1ccc(Cl)cc1)c1csc(NC(=O)NCCc2ccccc2)n1 (stereo unspecified)	-2.7	-0.5	·	·	2.2	0.6	-0.6	5.5	0.5
O=C1N[C@@H](Cc2ccccc2)COC(=O)[C@@H](Cc2ccc(F)cc2)C/C=C\C[C@@H]1CC(=O)N(CCO)Cc1ccccc1	11.7	-3.0	0.2	0.0	3.6	-3.1	-2.2	1.1	i
CCCCNC(=O)c1onc(CSc2cccc(OC)c2)c1C(=O)O	-10.9	-3.6	3.0	-0.5	1.6	2.3	-0.7	4.9	0.6
CCOc1ccccc1NC(=O)C(Sc1nnnn1C)c1ccccc1 (stereo unspecified)	-3.2	-2.2	1.7	-0.6	1.6	0.2	·	-2.4	i
Cc1ccc(NS(=O)(=O)c2cccc(C(=O)NCC(c3cccs3)N(C)C)c2)cc1 (stereo unspecified)	-1.3	-4.7	0.2	0.7	0.0	1.7	·	2.6	-0.3
C[C@H](CO)N1C[C@H](C)[C@@H](CN(C)Cc2ccc(Cl)c(Cl)c2)Oc2c(NS(=O)(=O)c3cccs3)cccc2C1=O	9.6	-1.4	-2.6	1.9	2.4	0.6&0.9	0.5&-1.5	21.9	i
NC(=O)NC(=O)CN1C(=O)NC(c2ccccc2)(c2ccccc2)C1=O	-3.8	0.3	0.0	0.3	-0.8	-1.5	-1.4	-3.3	-0.2
COc1cc(/C=C2\CCC(C3CCCC3)C2=O)cc(OC)c1OC (stereo unspecified)	3.2	-0.9	-1.0	0.6	0.6	0.0	-1.1	24.9	-0.5
N#Cc1cnc2nc(SCc3ccccc3)nn2c1	5.2	-1.3	-0.8	1.5	4.0	0.1	-0.5	-8.3	i
CSC1=C(C#N)C(c2ccc(C)s2)CC(=O)N1 (stereo unspecified)	6.7	-1.4	-3.1	0.3	-0.1	·	1.2	-0.5	-2.8
CN(Cc1cccc(F)c1)C(=O)Cc1ccc(S(=O)(=O)N2CCOCC2)s1	0.7	-3.8	1.4	-0.6	-1.6	0.7	-0.9	1.6	-5.6
CCN(CC(=O)Nc1ccc(NC(C)=O)cc1)C(=O)/C=C/c1cccs1	12.2	-2.6	2.1	0.4	3.4	1.0	-0.6	3.2	-0.3

2 entries picked at random from those above:
mol	GDH-TPI inh	FadD28 binding	Mtb UGM inh	PfHsp40 yeast	Mtb FBA inh	TcdB GH inh	Mtb BioA inh	Y pestis TopoI	Vc quorum ag
COc1cc(/C=C2\CCC(C3CCCC3)C2=O)cc(OC)c1OC (stereo unspecified)	3.2	-0.9	-1.0	0.6	0.6	0.0	-1.1	24.9	-0.5
Cc1nonc1NC(=O)CSc1nc(C2CCCCC2)nc2ccccc12	1.0	-6.7	0.2	2.5	-1.4	·	·	7.6	-0.3

Carrying on.
mol	GDH-TPI inh	FadD28 binding	Mtb UGM inh	PfHsp40 yeast	Mtb FBA inh	TcdB GH inh	Mtb BioA inh	Y pestis TopoI	Vc quorum ag
Cn1ncc([N+](=O)[O-])c1C(=O)Nc1ccc2c(c1)OCCO2	2.9	-2.9	-0.9	-1.8	0.8	·	0.0	-4.3	i
Cc1ccc(OCc2nc3ccccc3[nH]2)cc1	2.5	0.3	1.1	1.9	-1.2	0.0	-1.1	6.8	i
O=C(COc1ccc2c3c(c(=O)oc2c1)CCCC3)N1C[C@H]2C[C@@H](C1)c1cccc(=O)n1C2	3.9	-4.0	2.0	-1.6	18.7	5.9	7.4	7.5	-0.6
COc1ccc(S(=O)(=O)NCC(c2ccc3c(c2)OCO3)N2CCN(C)CC2)cc1OC (stereo unspecified)	7.8	-0.7	2.6	-0.8	4.0	2.5	0.5	3.4	-0.7
C[C@H](CO)N1C[C@H](C)[C@@H](CN(C)C(=O)NC2CCCCC2)Oc2ccc(NS(=O)(=O)c3cccs3)cc2C1=O	0.0	-1.2	-0.5	2.1	-1.4	0.6&0.4	-1.4&-1.0	2.5	-0.6
CCOC(=O)N1CCN(CC(c2ccccc2)c2ccccc2)CC1	2.6	-1.7	-1.2	-1.2	2.5	1.8	0.0	17.4	i
CCOC(=O)N1CCN(C(=O)CS(=O)(=O)c2cn(Cc3cccc(F)c3)c3ccccc23)CC1	-1.2	-0.8	0.5	0.6	-1.2	·	·	1.1	1.7
Cc1nn(CC(=O)NCCCN2CC(C)CC(C)C2)c(=O)c2cccn12 (stereo unspecified)	1.5	-3.7	-0.1	0.0	1.0	1.4	-0.9	2.2	-0.3
Cc1c(C(=O)Nc2cccc3cccnc23)oc2ccccc12	9.4	-1.9	-2.6	-0.3	1.2	·	-0.8	-5.3	-14.8
CCCCCc1cc(=O)oc2c(C(CCN3CCCCC3)c3ccc4c(c3)OCO4)c(OC)cc(OC)c12 (stereo unspecified)	7.0	-10.3	2.6	-0.9	5.0	2.8	-1.0	-5.5	-9.1
CC1CSc2n(-c3cccc(C(F)(F)F)c3)cc(-c3ccccc3)[n+]21 (stereo unspecified)	0.0	-2.6	2.5	2.9	0.5	-1.3	·	5.2	i
CCn1cc2c(c1-c1cccc(C)c1)c(=O)n(C)c(=O)n2C	-9.6	-3.4	-0.2	0.2	1.2	·	-0.6	-2.3	-2.2
CCC1=CC(c2ccccc2)n2ncnc2N1 (stereo unspecified)	11.6	-3.6	3.6	-0.8	35.0*	·	-1.7	4.5	i
CCc1noc(C)c1C(=O)N(CC)CC(=O)NCc1ccc(F)cc1	0.0	-0.8	·	·	-0.9	-0.3	-1.4	1.3	-0.3
C=CCOc1c(Br)cc(/C=N/Nc2ccc(C(=O)O)cc2)cc1OCC	27.5	?	-2.7	0.5	7.3	-1.2	·	-13.9	-0.3

Part of the list above with just GDH-TPI inh and Vc quorum ag:
Compound,GDH-TPI inh,Vc quorum ag
COc1ccc(S(=O)(=O)NCC(c2ccc3c(c2)OCO3)N2CCN(C)CC2)cc1OC (stereo unspecified),7.8,-0.7
C[C@H](CO)N1C[C@H](C)[C@@H](CN(C)C(=O)NC2CCCCC2)Oc2ccc(NS(=O)(=O)c3cccs3)cc2C1=O,0.0,-0.6
CCOC(=O)N1CCN(CC(c2ccccc2)c2ccccc2)CC1,2.6,i

Additional entries follow:
mol	GDH-TPI inh	FadD28 binding	Mtb UGM inh	PfHsp40 yeast	Mtb FBA inh	TcdB GH inh	Mtb BioA inh	Y pestis TopoI	Vc quorum ag
C[C@@H](CN1C(=O)C(=O)NC[C@@H]1Cc1ccc(O)cc1)NC(=O)Cc1ccccc1	4.0	-5.0	-1.2	0.9	-0.8	1.1	-0.5	4.5	i
CCc1ccc(N2C(=O)C3C(C2=O)N2CCCN2C3c2ccccc2)cc1 (stereo unspecified)	-7.7	-1.0	-0.2	1.3	2.6	-2.6	0.0	-8.3	-0.7
O=S(=O)(c1ccc(F)cc1)N1CCCC(c2nc(-c3ccc(F)cc3)no2)C1 (stereo unspecified)	-2.6	-4.9	3.1	0.7	-2.6	0.0	-1.5	21.0	-0.5
O=C(c1ccc(COc2ccc(Cl)cc2)cc1)N1CCCCC1	6.3	-2.4	-0.5	1.6	-3.7	-0.8	-0.5	23.9	i
CCOC(=O)Cn1c(=O)oc2cc(S(=O)(=O)NCCC(C)C)ccc21	7.5	0.2	0.3	1.9	4.2	0.6	0.7	0.6	0.0
CCc1ccc(C(=O)C(C)OC(=O)c2cccc(S(=O)(=O)N3CCOCC3)c2)cc1 (stereo unspecified)	-1.4	0.8	-0.9	5.9	-0.6	1.8	-1.0	48.6	1.1
O=C(NCc1ccc(F)cc1)c1cc(C2CCCCN2C(=O)CCCc2ccccc2)on1 (stereo unspecified)	9.1	-2.8	·	·	-3.4	0.9	-1.4	31.9	-4.5
CSc1nnc(-c2ccco2)c(-c2ccco2)n1	16.8	1.3	1.9	1.6	0.6	-0.7	-0.4	-9.9	i
O=c1[nH]c(CSc2nc3ccccc3o2)nc2c1cnn2-c1ccccc1	12.4	-2.2	0.4	-1.0	-0.2	·	-1.8	3.2	i
COc1ccc(CCn2nnnc2C(c2ccccc2)N2CCN(C)CC2)cc1OC (stereo unspecified)	-1.9	0.8	2.6	-1.1	-3.5	·	-0.4	-5.1	-7.9
Cc1cc(C(=O)N2CCc3ccccc32)ccc1[N+](=O)[O-]	8.9	-1.4	·	·	-2.8	1.4	0.0	2.0	i
COc1cccc(CNC(=O)C2CCN(Cc3cnn(-c4ccccc4)c3-n3cccc3)CC2)c1	-5.6	-3.9	-1.6	-1.0	-7.7	·	-1.9	2.1	-0.4
CCOc1ccc(-c2cnc(NCc3cccc4ccccc34)n2CCOC)cc1	5.5	-2.2	0.5	1.5	1.1	0.6	-1.3	7.3	i

Compound activity as filed in PubChem BioAssay.
